# Rhodamine fluor = rhodamine region autofluorescence; Rhodamine-region fluorescence, 547/598 nm, Tris buffer; active compounds read high; max dye-equivalent concentration, M; actives 0.05% (n = 59,000); AID 594; in the data active = max dye-equivalent concentration above about 11 nM; inconclusive = between about 1.1 nM and that limit
#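 Intensities are converted to rhodamine-equivalent concentration using a six-point rhodamine standard on each plate. Compounds sit 15 min at room temperature in 100 mM Tris buffer, pH 8.0; read uses the 547/598 nm excitation/emission pair.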
# Pol III holo inh = blocks replication by bacterial DNA polymerase III holoenzyme; reconstituted DNA polymerase III holoenzyme replication, biochemical; actives 0.25% (n = 71,000); Potency, µM (top dose mostly 57.1 µM), for the others: at the highest dose activity change, negative = inhibition; also: potency is read from the fitted curve at half-maximal effect; % is scaled to controls: 0 for no effect and ±100 for the full control effect
#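 Reconstituted *E. coli* holoenzyme (0.35 nM Pol III, 1 nM beta, 154 nM SSB, 2 nM primase) was preincubated with compound for 15 min at RT. Synthesis on 1.4 nM ssM13Gori ran 35 min, then was stopped with PicoGreen/EDTA and read as dsDNA fluorescence.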
# USP2a inh = blocks human ubiquitin-specific protease USP2a | O75604 | USP2a enzymatic assay, qHTS inhibition | Potency, µM (series often up to 38.3 µM), without a hit: at the top dose activity change, negative = inhibition, actives largely listed as inhibitors | actives 0.1% (n = 60,000) | AID 927;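 also: potency is read from the fitted curve at half-maximal effect; nearly all actives have a fitted effect of over 60% in size; plate controls were DMSO for no effect and NEM full inhibition control for full effect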
#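 USP2 core (20 nM final) was preincubated with compound for 30 min at RT in 20 mM Tris-HCl pH 8.0, 2 mM CaCl2, 2 mM beta-mercaptoethanol; Ub-PLA2 (20 nM) plus NBD C6-HPC (20 uM) then added, fluorescence read after 2.5 h.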
# ALOX15 inhib = inhibitors of human 15-lipoxygenase (ALOX15). AID 887. Potency, µM (series often up to 57.1 µM), without a hit: top-dose activity change, negative = inhibition, most hits filed as inhibitors. P16050. actives 1.4% (n = 74,000). purified 15hLO-1, xylenol orange hydroperoxide absorbance; also: potency is read from the fitted curve at half-maximal effect; % is scaled to controls: 0 for no effect and ±100 for the full control effect; nearly all actives have a fitted effect of over 55% in size
#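 Inhibition is scored from a chromogenic endpoint. After 15 min enzyme-compound contact, arachidonic acid (50 uM final) reacts 6 min with 40 nM 15hLO-1 at room temperature, then Fe-XO reagent is added for 30 min and absorbance ratio recorded.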
# Casp1 inh = caspase-1 (human) inhibition, allosteric or competitive. P29466. actives 0.03% (n = 75,000). Potency, µM (titrated, usually from 57.5 µM), for the others: at the top dose activity change, negative = inhibition, hits mostly inhibitors. Caspase-1 enzyme, Ac-WEHD-AFC fluorogenic rate;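 also: potency is read from the fitted curve at half-maximal effect; plate controls were vehicle for no effect and no substrate for full effect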
# Target sequence (P29466 120-297 limits assumed): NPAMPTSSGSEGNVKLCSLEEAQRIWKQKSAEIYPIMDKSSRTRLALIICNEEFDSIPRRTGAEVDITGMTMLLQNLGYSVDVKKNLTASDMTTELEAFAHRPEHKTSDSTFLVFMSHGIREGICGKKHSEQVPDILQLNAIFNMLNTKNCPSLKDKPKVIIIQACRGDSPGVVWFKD
# Target sequence (P29466 317-404 limits assumed): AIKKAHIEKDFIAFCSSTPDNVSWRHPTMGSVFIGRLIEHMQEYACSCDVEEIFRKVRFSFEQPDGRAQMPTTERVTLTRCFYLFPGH
# Casp7 inh = blocks human caspase-7 allosterically or competitively; recombinant caspase-7, Ac-DEVD-AFC fluorescence rate; Potency, µM (titrated, usually from 57.5 µM), inactives show at the highest dose activity change, negative = inhibition, most hits filed as inhibitors; actives 0.02% (n = 75,000); AID 889; active = well fitted inhibition curve with a large enough effect in the main read-out, with a control signal flat, not every such curve was filed as active; inconclusive = small, poorly fitted or top-dose-only effect, or a change in a side signal; also: potency is read from the fitted curve at half-maximal effect; % of control where 0% means no effect
# BRCT inh green = blocks human BRCA1 BRCT binding to phosphopeptide, green readout; P38398; BRCA1 BRCT-phosphopeptide binding, green fluorescence polarization; Potency, µM (series often up to 76.9 µM), for the others: top-dose activity change, negative = inhibition, actives largely listed as inhibitors; actives 0.05% (n = 75,000); AID 875;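 also: potency is read from the fitted curve at half-maximal effect; plate controls were peptide without protein for full effect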
#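 Compounds were incubated for 12 min at room temperature with a complex of 100 nM fluorescein-tagged pBACH1 decapeptide and 250 nM His-tagged BRCT protein. Buffer was phosphate pH 7.3 with EDTA, DTT and Tween 20. Disruption of binding lowers the polarization signal.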
# HEK293 cAMP ctrl = counter-screen for TSHR agonists: cAMP increase in parental HEK293. AID 938. actives 2.5% (n = 73,000). parental HEK293 CNG cAMP sensor, membrane potential fluorescence. Potency, µM (highest dose often 57.1 µM), for the others: top-dose activation, actives largely listed as activators; also: potency is read from the fitted curve at half-maximal effect; % of control where 0% means no effect; nearly all actives have a fitted effect of over 55% in size
#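 Counterscreen for endogenous-receptor signalling: CNG-channel HEK 293 cells report cAMP rise by membrane depolarization. After 60 min dye equilibration with 100 uM RO 20-1724, compounds incubated 30 min before bottom-read fluorescence at 590 nm.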
# Tau filament bind = tau filament binding; P10636; recombinant tau filaments, thioflavin S fluorescence, 15 h; filaments grown with octadecylsulfate alongside compound; Potency, µM (highest dose often 57.1 µM), inactives show at the highest dose activity change, negative = inhibition; actives 2% (n = 71,000); AID 596;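 also: potency is read from the fitted curve at half-maximal effect; % is scaled to controls: 0 for no effect and ±100 for the full control effect; actives lower thioflavin S fluorescence by blocking filaments or displacing dye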
# Target sequence (P10636 whole entry, looked up): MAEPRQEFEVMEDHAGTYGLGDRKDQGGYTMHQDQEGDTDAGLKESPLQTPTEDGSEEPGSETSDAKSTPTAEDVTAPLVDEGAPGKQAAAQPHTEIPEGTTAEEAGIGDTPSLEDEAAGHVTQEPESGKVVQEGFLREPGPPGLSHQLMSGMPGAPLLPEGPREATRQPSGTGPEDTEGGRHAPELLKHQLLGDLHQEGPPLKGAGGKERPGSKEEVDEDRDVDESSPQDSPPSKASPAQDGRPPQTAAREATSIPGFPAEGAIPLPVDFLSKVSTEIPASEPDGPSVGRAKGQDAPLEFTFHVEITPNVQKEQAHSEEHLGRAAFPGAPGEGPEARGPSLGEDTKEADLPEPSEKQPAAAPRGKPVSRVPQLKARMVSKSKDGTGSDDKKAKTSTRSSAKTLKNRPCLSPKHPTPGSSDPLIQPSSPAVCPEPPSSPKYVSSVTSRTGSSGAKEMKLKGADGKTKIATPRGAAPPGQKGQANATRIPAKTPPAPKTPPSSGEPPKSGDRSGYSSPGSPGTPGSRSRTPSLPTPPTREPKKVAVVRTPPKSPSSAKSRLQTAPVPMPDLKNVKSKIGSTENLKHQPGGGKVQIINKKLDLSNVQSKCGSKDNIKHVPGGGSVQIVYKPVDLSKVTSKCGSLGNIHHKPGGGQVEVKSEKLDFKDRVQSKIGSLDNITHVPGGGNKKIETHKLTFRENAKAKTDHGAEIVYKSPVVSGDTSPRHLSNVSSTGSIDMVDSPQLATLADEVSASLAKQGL
#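 Thioflavine S fluorescence (ex 450, em 510 nm) reports filaments formed from 1 uM human tau plus 30 uM ODS over 15 h at 37 C (10 mM HEPES pH 7.4, 100 mM NaCl, 5 mM DTT); compounds displacing dye or blocking filaments lower signal.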
# BRCT inh red = inhibitors of human BRCA1 BRCT-phosphoprotein interaction (red fluorophore); P38398; BRCT-phosphopeptide binding, red fluorescence polarization; Potency, µM (series often up to 76.9 µM), inactives show top-dose activity change, negative = inhibition, actives largely listed as inhibitors; actives 0.03% (n = 75,000); AID 892; also: % is scaled to controls: 0 for no effect and ±100 for the full control effect
#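 Rhodamine-labelled pBACH1 10-mer (100 nM) bound to BRCT domain (100 nM) at pH 7.3; compounds incubated 12 min room temperature, polarization read. Free peptide defines full inhibition; unlabelled decapeptide titrated as control.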
# HADH2 inhib = HADH2 (human) dehydrogenase inhibition | recombinant HADH2, NADH fluorescence, beta-hydroxybutyryl-CoA | Q99714 | Potency, µM (series often up to 57.1 µM), inactives show at the top dose activity change, negative = inhibition, usual class: inhibitors | actives 3.4% (n = 73,000) | AID 886; also: potency is read from the fitted curve at half-maximal effect; % is scaled to controls: 0 for no effect and ±100 for the full control effect; nearly all actives have a fitted effect of over 60% in size; many of its hits are not listed in these tables
#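 NADH fluorescence (ex 360/em 450 nm) read every 30 s for 4 min; activity taken as last-minus-first time point difference. Enzyme 20 nM, NAD+ 1 mM, beta-hydroxybutyryl-CoA 90 uM, pH 9.0 Tris buffer.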
# * hit, by the source's call; i = inactive; u = inconclusive; x = no result given; [ ] = another dose, or the depositor's remark. Unless noted, calls follow the shape of the dose curve; as a rule, active = well fitted curve in the direction sought with a large enough effect; inconclusive = small, poorly fitted or top-dose-only effect, or another doubt; inactive = no such curve, though single readings can be large; an effect the other way counts as inactive or inconclusive.
SMILES,Rhodamine fluor,Pol III holo inh,USP2a inh,ALOX15 inhib,Casp1 inh,Casp7 inh,BRCT inh green,HEK293 cAMP ctrl,Tau filament bind,BRCT inh red,HADH2 inhib
CCOC(=O)c1cccc(NC(=O)Cn2cc3c(n2)CCC(C)C3)c1 (stereo not drawn),x,1%,x,4%,-1%,-4%,-0.1%,18%,-5%,-0.9%,-1%
c1coc(CN2CN=C(Nc3nc4ccccc4s3)NC2)c1,i,2%,7%,1%,-1%,0%,-2.8%,15%,32%,-1.1%,2%
CCSc1nnc(NC(=O)CSc2nccn2-c2cc(C)cc(C)c2)s1,i,0%,10%,-12%,0%,-3%,-1.0%,13%,-1%,-2.7%,-1%
Cc1ccc(NC(=O)CS(=O)CC(=O)NCC2CCCO2)cc1 (stereo not drawn),i,-2%,3%,2%,-1%,1%,-4.0%,-3%,-3%,-1.2%,-5%
c1ccc(CSc2nnc(-c3ccncc3)o2)cc1,x,-2%,-3%,-2%,-1%,-1%,0.1%,9%,4%,-1.6%,3%
CCCC/C=C/C(NC(=O)c1ccccc1)c1ccccc1 (stereo not drawn),x,5%,x,x,-2%,-2%,-3.2%,u,25%,-1.0%,-1%
CCCn1c(-c2ccc(F)cc2)nc2c(NC(C)CCCN(CC)CC)nc(C)nc21 (stereo not drawn),x,-4%,x,4%,-9%,0%,0.2%,u,u,-0.8%,3%
Cc1cc(C)c2cc(CN(CC3CCCO3)C(=O)NC3CCCCC3)c(=O)[nH]c2c1 (stereo not drawn),i,-2%,x,-3%,-1%,-5%,0.5%,15%,-4%,-2.9%,-19%
CC1Cc2c(-c3ccccc3)nc3c(c2CO1)CN(CCOc1ccccc1)CC3 (stereo not drawn),x,x,x,4%[11.4 µM],-3%[11.5 µM],-3%[11.5 µM],1.2%[15.4 µM],5%[11.4 µM],x,-0.2%[15.4 µM],11%[11.4 µM]
COC(=O)c1cccc(NC(=O)NC2CCCN2S(=O)(=O)c2ccc(Cl)cc2)c1 (stereo not drawn),i,-2%,26%,-16%,1%,4%,-3.5%,4%,7%,-2.3%,-5%
CCOC(=O)c1c(C)[nH]c2cc(Br)c(O)cc12,i,-2%,-7%,-14%,-1%,0%,-1.5%,-6%,-3%,0.4%,-14%
O=C(c1ccc(Cc2nc3ccccc3[nH]2)cc1)N1CCCCC1,x,x,x,-9%,-3%,-3%,0.5%,-19%,x,-2.7%,11%
CC(=O)N1CCc2cc(S(=O)(=O)NCCC(=O)Nc3cccc(C)c3C)ccc21,i,-1%,3%,-1%,-6%,-1%,0.3%,-4%,3%,-0.9%,13%
O=C(Nc1ccccc1)Nc1nncs1,i,-8%,8%,2%,-1%,-3%,-2.4%,1%,8%,-0.7%,22%
COC(=O)Cn1cnc(=O)c(C#N)c1/C=C/N(C)C,x,x,x,3%,-3%,-1%,-0.8%,3%,x,1.0%,0%
C1CCc2nnnn2CC1,i,-4%[25.6 µM],-8%,-2%,0%,3%,-2.8%,4%[25.6 µM],-12%[25.6 µM],0.7%,9%[25.6 µM]
Cc1nn(C(C)(C)C)c(OC(=O)C2CCCC2)c1S(=O)(=O)c1ccccc1,i,-1%,u,-7%,-2%,0%,1.3%,u,-16%,-0.4%,-2%
CS(=O)(=O)N(CC(=O)N1CCN(c2cccc(Cl)c2)CC1)c1cccc(F)c1,i,0%,3%,-15%,-2%,-2%,-2.3%,23%,-12%,0.0%,13%
CC1CCN(C(=O)CSc2nnc(Cc3cc(=O)[nH]c(=O)[nH]3)n2-c2ccc(Cl)cc2)CC1,x,-1%,x,-9%,-1%,0%,-0.5%,9%,6%,0.4%,2%
CCNC(=O)CN(CCc1ccccc1)S(C)(=O)=O,i,-2%,2%,8%,-1%,0%,-2.6%,4%,11%,-0.4%,3%
CCC(=O)OCC(=O)C1(OC(=O)CC)C(C)CC2C3CCC4=CC(=O)C=CC4(C)C3(Cl)C(O)CC21C (stereo not drawn),x,x,49%[activator],-17%,-4%,-1%,4.3%[3.08 µM],x,x,-0.8%,x
O=c1nc2s/c(=C\c3ccco3)c(=O)n2nc1Cc1ccc(F)cc1,i,16µM*,18%,u,-8%,-19%,-3.5%,5%,u,-5.2%,u
CCN(CC)C(=O)C(C)OC(=O)COc1ccc(Cl)cc1C (stereo not drawn),i,-9%,7%,-2%,2%,1%,-1.7%,25%,1%,-0.1%,-5%
CCc1cc(C(=O)OC)c(NC(=O)c2cc(Br)cs2)s1,i,-12%,-8%,-6%,u,u,-0.6%,25%,14%,0.7%,u

# Structural class, the compounds so far containing a furan ring, fused or not.
SMILES,Rhodamine fluor,Pol III holo inh,USP2a inh,ALOX15 inhib,Casp1 inh,Casp7 inh,BRCT inh green,HEK293 cAMP ctrl,Tau filament bind,BRCT inh red,HADH2 inhib
c1coc(CN2CN=C(Nc3nc4ccccc4s3)NC2)c1,i,2%,7%,1%,-1%,0%,-2.8%,15%,32%,-1.1%,2%
O=c1nc2s/c(=C\c3ccco3)c(=O)n2nc1Cc1ccc(F)cc1,i,16µM*,18%,u,-8%,-19%,-3.5%,5%,u,-5.2%,u

# Additional results
SMILES,Rhodamine fluor,Pol III holo inh,USP2a inh,ALOX15 inhib,Casp1 inh,Casp7 inh,BRCT inh green,HEK293 cAMP ctrl,Tau filament bind,BRCT inh red,HADH2 inhib
Cc1ccc(C)c(N2CCN(C(=O)COc3cc(=O)n(C)c4ccccc34)CC2)c1,i,-4%,35%[activator],-13%,2%,0%,0.2%,14%,2%,0.2%,-14%
COc1ccccc1C(=O)n1nc(-c2cccnc2)nc1N,x,0%,x,-13%,0%,-1%,-0.7%,5%,-25%,-2.7%,-2%
CCCC(CCC)C(=O)NCCN1CCOCC1,i,7%,-1%,-2%,0%,0%,1.0%,u,-5%,0.1%,6%
CC(C)OC(=O)C(C#N)c1nc2ccccc2nc1N1CCN(Cc2ccccc2)CC1 (stereo not drawn),i,-10%,10%,9%,-5%,-8%,17%,-12%,u,-0.1%,12%
Clc1ccc2c(c1)[C@H]1OCC[C@H]1[C@@H](c1ccco1)N2,x,3%,x,-2%,-2%,-3%,-1.6%,18%,-10%,0.5%,6%
CCC(C(=O)NC(C)CCc1ccco1)n1nc(C)n2c(cc3occc32)c1=O (stereo not drawn),x,x,x,-12%,-4%,2%,-0.6%,8%,x,-0.1%,2%
CCOc1ccccc1-n1nnnc1SCC(=O)Nc1cc2oc3ccccc3c2cc1OC,i,-6%,57%[activator],-6%,1%,-3%,-1.0%,u,-3%,1.7%,4%
O=C1CC2(CCCCC2)Oc2ccc(O)cc21,i,-5%,-4%,-8%,-1%,-3%,0.1%,9%,-9%,-1.1%,-6%
Cn1c(-c2ccc(F)cc2)cnc1SCC(=O)N1CCCCC1,i,11%,x,9%,0%,1%,-1.2%,-2%,-7%,0.5%,18%
CC1Oc2ccccc2N(Cc2ccccc2Cl)C1=O (stereo not drawn),i,-7%,-10%,-10%,-4%,-6%,0.6%,u,-4%,1.6%,-4%
CCc1nccn1S(=O)(=O)c1ccc2ccccc2c1,x,-1%,-6%,11%,-3%,0%,-2.4%,u,8%,0.5%,4%
Cc1ccc(N)cc1CN1CCCC1=O,i,-3%,2%,-23%,-2%,-4%,-2.3%,9%,0%,0.8%,1%

# Single records, as listed above. Screens in order: Rhodamine fluor, Pol III holo inh, USP2a inh, ALOX15 inhib, Casp1 inh, Casp7 inh, BRCT inh green, HEK293 cAMP ctrl, Tau filament bind, BRCT inh red, HADH2 inhib
# CC(C)OC(=O)C(C#N)c1nc2ccccc2nc1N1CCN(Cc2ccccc2)CC1 (stereo not drawn) is entered as i, -10%, 10%, 9%, -5%, -8%, 17%, -12%, u, -0.1%, 12%
# CCC(C(=O)NC(C)CCc1ccco1)n1nc(C)n2c(cc3occc32)c1=O (stereo not drawn) is entered as x, x, x, -12%, -4%, 2%, -0.6%, 8%, x, -0.1%, 2%
# Cn1c(-c2ccc(F)cc2)cnc1SCC(=O)N1CCCCC1 is entered as i, 11%, x, 9%, 0%, 1%, -1.2%, -2%, -7%, 0.5%, 18%

# This is a subset; count on the stated rates, not on these rows.
